Source: PubChem BioAssay
HIV fusion peptide: inhibitors of HIV fusion peptide binding, primary screen, biochemical, uHTS, fluorescence dequenching (AID 1986); one-dose inhibition, % at 20 µM; IC50 in µM for titrated hits; cell-free peptide binding, fluorescence dequenching, 30 min; higher % means a stronger effect; 290,000 compounds, 0.3% hits; in the data active = inhibition mostly above about 52%, no sharp cut-off; inactive = mostly below about 76%; also: some results filed as inactive read as strong as hits
AID2073: disruptors of CaV2.2 binding to Mint1 – biochemical, HTRF (AID 2073); inhibition, % at 20 µM, or IC50 in µM where a hit was titrated; 290,000 compounds, 0.19% hits; HTRF protein-protein interaction, Mint1-CaV2.2; higher % means a stronger effect; in the data active = inhibition mostly above about 51%, no sharp cut-off; also: some results filed as inactive read as strong as hits
* marks the source's active call; other numbers are inactive results. Not all compounds are listed; the hit share may differ from the screen's.

SMILES	HIV fusion peptide	AID2073
CC(C)(C)c1ccc(C(=O)N2CCC(C(=O)NC3CC3)CC2)cc1	1.3%	11.8%
CN(CC(=O)NCc1ccc(Cl)cc1)S(=O)(=O)c1cccs1	2.4%	-7.7%
COC(=O)Cn1cnc2c(nnn2-c2ccc(F)cc2)c1=O	0.1%	0.2%
CN(C)S(=O)(=O)c1ccc(Cl)c(C(=O)NC2CCN(Cc3ccccc3)C2)c1 (centres undefined)	1.8%	2.6%
O=C(Nc1ccc2nc3n(c(=O)c2c1)CCCCC3)C(=O)N1CCN(c2ccccc2)CC1	0.4%	5.8%
Cc1cccc(NCc2ccc([N+](=O)[O-])s2)c1	0.8%	2.6%
COc1ccc(NC(=O)CSc2nccn2Cc2ccco2)cc1OC	0.8%	6.6%
COC(=O)c1ccc(OCC(=O)NC2CCCCCC2)cc1	0.9%	0.8%
Cc1ccc(SCc2c(C(=O)N/N=C/c3ccc4c(c3)OCO4)nnn2-c2nonc2N)cc1	0.2%	-4.6%
CCC(=O)Nc1ccc(NC(=O)c2cccc3ccccc23)cc1	3.0%	18.8%
O=C(Cn1ncc2c3ccccc3n(Cc3ccccc3)c2c1=O)NC1CCCC1	0.4%	-6.3%
Cc1cc(NC(=O)CCN2CCN(C/C=C/c3ccccc3)CC2)ccc1Br	-0.1%	1.1%
COc1ccc(OC(=O)c2ccc(OC)c(S(=O)(=O)N3CCOCC3)c2)cc1	-1.1%	9.5%
CCCc1cc(C(=O)N2CCCC(C(=O)c3cc(C)c(OC)c(C)c3)C2)n(C)n1 (centres undefined)	-0.3%	-1.2%
Cc1cc(C(=O)O)ccc1-n1c(C)cc(/C=C2\SC(=O)NC2=O)c1C	13.2%	10.8%
Cc1ccc(S(=O)(=O)N2CCC(C(=O)OCC(=O)Nc3cc(S(C)(=O)=O)ccc3Cl)CC2)cc1C	-1.5%	3.3%
COc1cccc(-c2c(C(=O)N/N=C/c3ccc(C)o3)nnn2-c2nonc2N)c1	1.4%	6.9%
COCCN(C(=O)COC(=O)c1ccccc1Oc1ccccc1)c1c(N)n(Cc2ccccc2)c(=O)[nH]c1=O	-1.8%	11.1%
CCCN1C(=O)c2ccc(C(=O)Nc3ccccc3C(=O)O)cc2C1=O	6.1%	17.4%
COc1ccc(-c2nc(CS(=O)CC(=O)NC3CCCC3)c(C)o2)cc1OC (centres undefined)	-1.1%	5.1%
Cc1ccc(NC(=O)c2ccc(S(=O)(=O)NCc3ccco3)cc2)cc1	0.0%	7.4%
CC(=O)N1c2ccc(S(=O)(=O)NCCC(=O)NCCc3ccc(C)cc3)cc2CC1C (centres undefined)	0.8%	2.6%
COc1cc(C(C)=O)ccc1Oc1cc(NN2CCCCC2)c([N+](=O)[O-])cc1[N+](=O)[O-]	-1.1%	0.6%
COc1ccc(OC)c(NC(=S)N2CCN(C(=O)C3CCCO3)CC2)c1 (centres undefined)	-1.0%	5.5%
Cc1ccc(C(C)C)c(OCC(=O)NN2C(=O)c3ccccc3C2=O)c1	-0.1%	-9.7%
O=C(N/N=C/c1cc(Cl)cc([N+](=O)[O-])c1O)c1ccc2c(c1)OCO2	18.0%	1.3%
Cc1ccc(S(=O)(=O)NNC(=O)c2ccc(F)cc2)cc1	-1.0%	11.8%
O=C(NCc1ccc(F)cc1)C1CCN(S(=O)(=O)c2ccc(Cl)cc2)CC1	-0.6%	6.9%
CC1(C)Cc2c(cnn2-c2cccc(F)c2)C(NC(=O)CCN2CCCC2=O)C1 (centres undefined)	0.7%	7.2%
CN(C)S(=O)(=O)c1cccc(NC(=O)c2cccc(NS(=O)(=O)c3ccccc3)c2)c1	0.6%	3.0%
CN(Cc1ccccc1)c1ccc(C(CC(N)=O)NC(=O)c2ccccc2)cc1[N+](=O)[O-] (centres undefined)	-0.9%	6.3%
COC(=O)N1C(=O)[C@](c2ccccc2)(C(C)C)N1C(=O)OC	2.0%	-4.6%
O=C(O)C1C2C=CC(C2)C1C(=O)Nc1cccc(C(F)(F)F)c1 (centres undefined)	2.8%	4.7%
CCOC(=O)c1ccc(NC(=O)c2cccc(S(=O)(=O)N3CCN(C(C)=O)CC3)c2)cc1	-1.7%	6.7%
CCc1cc2c(=O)c(-c3nc4ccccc4n3C)coc2c(CN2CCCC(C)C2)c1O (centres undefined)	-0.6%	28.0%
CC(Nc1nc(-c2ccncc2)nc2ccccc12)c1ccccc1 (centres undefined)	0.3%	2.8%
Cc1cccc(-n2ncc3c2CCCC3NC(=O)Cn2cccn2)c1C (centres undefined)	-0.9%	12.2%
Cc1cc(C)c(S(=O)(=O)N2CCN(C(=O)N3CCCCC3)CC2)c(C)c1	-0.6%	2.4%
CN1C(=O)c2cccc3c(S(=O)(=O)Nc4ccc(O)c(C(=O)O)c4)ccc1c23	12.3%	8.0%
COc1ccc(CCNCC(=O)Nc2c(C)cc(C)cc2C)cc1OC	1.4%	-6.8%
CCOc1ccc(NS(=O)(=O)c2ccc(C(=O)N(C)Cc3cccc(OC)c3OC)cc2)cc1	-0.6%	-4.6%
Cc1cccc(-n2ncc3c2CCCC3NC(=O)CCc2cccnc2)c1C (centres undefined)	1.2%	-6.3%
COc1cc(/C=C/C(=O)NC2CCCCC2)cc(OC)c1OC	-0.7%	10.5%
COc1ccc(CCN2CC(C(=O)N3CCC(OC)CC3)CCC2=O)cc1 (centres undefined)	-0.4%	0.0%
Cc1cc(C)c(C)c(OCC(=O)N2CCN(c3ccccn3)CC2)c1	0.1%	-6.8%
CC(C)c1cc(=O)[nH]c(N2CCN(Cc3ccc4c(c3)OCO4)CC2)n1	-0.7%	5.8%
COc1ccccc1C(=O)Nc1ccc2c(C)cc(=O)oc2c1	-0.2%	6.5%
Cc1coc2c1c(C)cc1oc(=O)c(CC(=O)NCC(=O)N[C@H](C(=O)O)C(C)C)c(C)c12	0.4%	32.7%
CCN(CC)S(=O)(=O)c1ccc2c(c1)oc(=O)n2CC(=O)N(C)C1CCCCC1	0.9%	4.3%
Cc1cc(NC(=O)c2cccc(S(=O)(=O)N3CCC(C)CC3)c2)no1	1.2%	6.5%
New compounds follow
SMILES	HIV fusion peptide	AID2073
O=C(Oc1ccc(C(=S)N2CCOCC2)cc1)c1ccccc1[N+](=O)[O-]	-0.8%	-17.1%
CC1(C)CC(NS(=O)(=O)OCC(Cl)(Cl)Cl)c2cc(C#N)ccc2O1 (centres undefined)	0.2%	-3.5%
Cc1cc(OCC(=O)NCCCN2CCOCC2)c2c(C)c(C)c(=O)oc2c1	-1.3%	20.6%
Nc1nonc1C(=O)NCCNC(=O)c1cccc(Cl)c1	1.3%	3.9%
Cc1cc(OC(C)C(=O)NNC(=O)Nc2ccc(F)cc2F)cc(C)c1Cl (centres undefined)	0.4%	6.1%
CC(=O)Oc1ccc(-c2nc3c(C)cccc3c(=O)o2)cc1	-0.1%	5.0%
COCCN(CCOc1cc(C)cc(C)c1)Cc1ccc(Cl)cc1	1.0%	9.2%
O=C(Nc1ccc2c(c1)OCCO2)c1c[nH]c(=O)n(-c2ccc(F)c(Cl)c2)c1=O	6.5%	15.0%
S=C(NCCc1ccccc1)N1CCOCC1	2.7%	-12.3%
CCC(C(=O)NC1CCCC1)N(C(=O)Cn1nnc(-c2ccc(C)o2)n1)c1ccc(OC)cc1 (centres undefined)	1.1%	4.9%
CCCCn1c(N)c(N(CC)C(=O)c2ccccc2F)c(=O)[nH]c1=O	-1.0%	8.5%
CCN(CC)CCCNC(=O)CCn1nc(-c2ccccc2)ccc1=O	-0.7%	21.0%
CSc1ccccc1NC(=O)Nc1cccc2ccccc12	-0.7%	44.2%
CCN(CC)C(=O)Cn1cc(C(=O)C(=O)N2CCN(c3ccc(OC)cc3)CC2)c2ccccc21	0.2%	-2.7%
COc1ccc(C2/C(=C(/O)c3ccc(F)cc3)C(=O)C(=O)N2CCCN2CCOCC2)cc1OC (centres undefined)	2.6%	14.9%
Cc1ccc(N2CC(C(=O)NC3CC3)CC2=O)cc1 (centres undefined)	0.3%	5.0%
COc1ccccc1OCCCCN1CCCCC1	-1.3%	5.4%
O=C(NNS(=O)(=O)c1ccc([N+](=O)[O-])cc1)C(=O)Nc1cccc(C(=O)O)c1	26.0%	-6.8%
O=C(C1CCCN(c2ncnc3c2nc2n3CCCCC2)C1)N1CCN(c2ccccc2F)CC1 (centres undefined)	0.2%	34.8%
COc1ccccc1N(CC(=O)NCCSCc1ccc(Cl)cc1)S(C)(=O)=O	1.5%	5.2%

Two of the compounds above, with values under each structure.
The line under a structure holds: HIV fusion peptide, AID2073
CCN(CC)CCCNC(=O)CCn1nc(-c2ccccc2)ccc1=O
 : -0.7%, 21.0%
CSc1ccccc1NC(=O)Nc1cccc2ccccc12
 : -0.7%, 44.2%

The listing continues:
SMILES	HIV fusion peptide	AID2073
C/C(CC(=O)Nc1ccc(Br)cc1)=N\NC(=O)c1cccc(O)c1	0.1%	5.7%
O=C1CCN(Cc2ccccc2)CCN1[C@H](COc1ccccc1)c1ccccc1	3.1%	6.2%
CCC1Sc2ccc(S(=O)(=O)CCC(=O)NCc3ccc(C)o3)cc2NC1=O (centres undefined)	-0.6%	14.8%
CCOc1cc(/C=C2\C(=O)N(c3cccc(C(=O)O)c3)N=C2C(F)(F)F)ccc1OCC(=O)Nc1ccccc1OC	3.88µM*	13.7%
Cc1ccc(CNC(=O)Cn2cnc(S(=O)(=O)N3CCC(C)CC3)c2)o1	1.0%	8.1%
COc1ccc(CNC(=O)CN(c2cc(C)cc(C)c2)S(=O)(=O)c2c(C)[nH]c(=O)[nH]c2=O)cc1	1.3%	-9.0%
O=C(CN(C(=O)CNS(=O)(=O)c1ccc(F)cc1)c1ccccc1)NCc1ccco1	-2.1%	15.8%
O=C(NCCCNC(=O)c1ccc(F)cc1)c1ccc(F)cc1	0.3%	-1.5%
O=C(c1ccc(Cl)cc1)N1CCC(C(=O)N2CCCc3ccccc32)CC1	0.8%	4.8%
O=C(O)C1CC1C(=O)Nc1nc2c(Cl)cccc2s1 (centres undefined)	1.0%	6.2%
COCCN(Cc1cccs1)S(=O)(=O)c1csc(C(N)=O)c1	0.2%	-4.8%
Cc1ccc(C)c(Nc2nc3ccc(C)cc3n3cnnc23)c1	1.6%	10.1%
COc1ccccc1NC(=O)C(C(C)C)N1C(=O)c2ccccc2C1=O (centres undefined)	0.5%	5.8%
O=C(CNC(=O)c1ccccc1Cl)N/N=C/c1ccc2c(c1)OCO2	-0.6%	10.4%
CCN1CCN(C(=O)C(=O)c2cn(CC(=O)N3CCCC3)c3ccccc23)CC1	-3.6%	-3.3%
CNC[C@@H](C)NC[C@@H](Cc1ccccc1)NCCc1ccccc1	1.5%	9.4%
CCCCN(C)CC(O)Cn1cc(/C=C/C(=O)c2ccc(C)cc2)c2ccccc21 (centres undefined)	5.7%	3.6%
O=C(CCN1C(=O)[C@H]2CC=CC[C@H]2C1=O)NCc1nc(-c2ccccc2)no1	1.2%	23.7%
COC(=O)C1CCN(C(=O)Cn2nnc(-c3ccccc3)n2)CC1	-1.3%	2.4%
O=C(C1=C(O)C(=O)N(CCN2CCOCC2)C1c1ccc(F)cc1)c1cccs1 (centres undefined)	-1.3%	-6.7%
CCOc1cc(/C=N/NC(=O)c2ccncc2)ccc1OC(=O)c1ccccc1	0.9%	7.6%
CCOC(=O)c1cc(CC)sc1NC(=O)COC(=O)C1CCC1	0.8%	-0.8%
CC(=O)N1c2ccc(S(=O)(=O)NCCC(=O)Nc3ncccc3C)cc2CC1C (centres undefined)	0.7%	5.9%
Cc1ccccc1C(=O)N1CCC(C(=O)Nc2ccccc2Cl)CC1	0.8%	9.4%
CCC(CC)COC(=O)C1=C(C)NC(=O)NC1c1ccccc1Br (centres undefined)	-1.4%	10.0%
Cc1ccc(S(=O)(=O)n2nc(OC(=O)c3ccccc3F)cc2N)cc1	1.1%	-69.6%
CCOC(=O)c1ccc(NC(=O)CCC(=O)NCc2ccco2)cc1	-1.5%	1.8%
O=C(CC(c1ccccc1)c1ccccc1O)N1CCCCC1 (centres undefined)	-0.1%	8.6%
CCOC(=O)C1CCN(c2ccc([N+](=O)[O-])cc2S(=O)(=O)N2CCOCC2)CC1	1.0%	-17.6%
O=C(c1ccc([N+](=O)[O-])cc1)N(Cc1cccs1)C1CCS(=O)(=O)C1 (centres undefined)	0.4%	17.4%
CC(NS(=O)(=O)c1ccc(Br)cc1)c1ccccc1 (centres undefined)	-0.2%	-1.0%
O=C(CSc1n[nH]c(-c2ccccc2)n1)N1CCCC1	0.9%	0.7%
CCCCCC1CC(COc2ccccc2)OC1=O (centres undefined)	-0.7%	0.1%
CSc1ccccc1OCc1cc(C(=O)N2CCN3CCCC3C2)no1 (centres undefined)	0.7%	1.2%
O=C(NCCCN1CCCC1=O)C(=O)NCC1OCCCN1S(=O)(=O)c1cc(F)ccc1F (centres undefined)	0.1%	20.1%
O=C(c1cc(COc2c(F)cccc2F)on1)N1CCN(C2CCCCC2)CC1	-0.6%	3.2%
Cc1cc(C)n(CCN(C)C(=O)C2CCC(=O)N(CCN3CCOCC3)C2)n1 (centres undefined)	0.1%	1.7%

Three structures from above, sorted by molar mass, largest number first:
SMILES	HIV fusion peptide	AID2073
O=C(c1cc(COc2c(F)cccc2F)on1)N1CCN(C2CCCCC2)CC1	-0.6%	3.2%
Cc1cc(C)n(CCN(C)C(=O)C2CCC(=O)N(CCN3CCOCC3)C2)n1 (centres undefined)	0.1%	1.7%
CSc1ccccc1OCc1cc(C(=O)N2CCN3CCCC3C2)no1 (centres undefined)	0.7%	1.2%

Exported as labelled records: part of the list above.
Cc1cc(OCC(=O)NCCCN2CCOCC2)c2c(C)c(C)c(=O)oc2c1
- HIV fusion peptide = -1.3%
- AID2073 = 20.6%

Cc1cccc(-n2ncc3c2CCCC3NC(=O)Cn2cccn2)c1C (centres undefined)
- HIV fusion peptide = -0.9%
- AID2073 = 12.2%

COCCN(C(=O)COC(=O)c1ccccc1Oc1ccccc1)c1c(N)n(Cc2ccccc2)c(=O)[nH]c1=O
- HIV fusion peptide = -1.8%
- AID2073 = 11.1%
